IMP-1 inhibitor: IMP-1 metallo-beta-lactamase inhibitors, primary screen, biochemical, epi-absorbance readout, Pseudomonas aeruginosa enzyme. 0.45% of 290,000 active. metallo-beta-lactamase IMP-1 (Pseudomonas aeruginosa). purified IMP-1, nitrocefin hydrolysis, epi-absorbance fluorescence. inhibition, % at 5.6 µM;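 active = inhibition above the mean plus 3 SD of all compounds in the same screening run, cut at about 4.5% in these data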;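 note: 0% = IMP-1 with DMSO and 100% = DMSO wells lacking enzyme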
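System: Purified recombinant IMP-1 metallo-beta-lactamase enzyme | Measured by: Fluorescence quenching readout, ex 480/em 530 nm | Replication: Singlicate | Incubation: 15 min preincubation plus 25 min reaction at 25 °C | Evaluation: Percent inhibition from optical density relative to buffer-blank wells | Benchmarks: DMSO with and without IMP-1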
GPR7 antagonist: GPR7 receptor antagonists, primary screen, cell-based, fluorescence, single concentration. 1.1% of 290,000 active. inhibition, % at 4.4 µM. Neuropeptides B/W receptor type 1 (Homo sapiens), P48145. GPR7-expressing cells, fluorescence antagonist assay; in the data active = inhibition above about 16%, passing the limit was not always enough;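 note: cells stimulated with the agonist NPW; 0% = agonist with vehicle and 100% = vehicle without agonist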
Target sequence (P48145 whole entry, looked up): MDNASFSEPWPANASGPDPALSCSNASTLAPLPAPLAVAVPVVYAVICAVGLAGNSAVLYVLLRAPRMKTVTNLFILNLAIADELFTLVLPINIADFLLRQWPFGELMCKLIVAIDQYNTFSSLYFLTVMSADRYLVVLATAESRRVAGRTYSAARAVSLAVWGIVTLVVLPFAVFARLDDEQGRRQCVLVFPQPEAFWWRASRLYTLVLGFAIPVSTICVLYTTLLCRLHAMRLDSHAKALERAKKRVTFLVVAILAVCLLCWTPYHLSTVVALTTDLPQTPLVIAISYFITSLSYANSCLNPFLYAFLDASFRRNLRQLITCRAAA
M18AAP inhibitor: PfM18AAP inhibitors, malaria aminopeptidase, primary screen, biochemical, QFRET, recombinant enzyme. M18 aspartyl aminopeptidase (Plasmodium falciparum 3D7). H-Glu-NHMec fluorogenic cleavage. inhibition, % at 7.35 µM. 1.2% of 290,000 active;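 active = inhibition above the campaign mean inhibition over all tested compounds plus 3 SD, cut at about 28% in these data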;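 note: 0% = plate median of test compound wells and 100% = 2 mM ZnCl2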
pCIP destab: p/CIP-EGFP fusion destabilizers, primary screen, fluorescence, F442A cells; 0.01% of 290,000 active; decrease of EGFP signal, % at 10 µM; Q05BA5; 16 h; AID 1984, 2009;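 active = EGFP signal decrease of at least 30% at 10 µM or well 3 SD below plate mean, unless failing retest; inactive = the rest, including hits failing retest or dose response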; note: some compounds called inactive have numbers as strong as hits; many of its hits are not listed in these tables
VIM-2 inh: VIM-2 metallo-beta-lactamase inhibitors, primary screen, biochemical, epi-absorbance readout, Pseudomonas aeruginosa enzyme; purified VIM-2, nitrocefin hydrolysis, epi-absorbance fluorescence; inhibition, % at 5.6 µM; 0.89% of 290,000 active; AID 1527, 2009;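 active = inhibition above the mean of all tested compounds plus 3 SD, cutoff set per screening run, cut at about 7.5% in these data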;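 note: red hydrolysis product quenches plate fluorescence so inhibitors raise well fluorescence; 0% = enzyme with DMSO and 100% = DMSO without enzyme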
PHOSPHO1 inh: PubChem AID 1565. Phosphoethanolamine/phosphocholine phosphatase (Homo sapiens), Q8TCT1. recombinant PHOSPHO1, absorbance phosphatase assay. inhibition, % at 13.3 µM. 1.1% of 290,000 active; in the data active = inhibition above about 60%
Target sequence (Q8TCT1 whole entry, looked up): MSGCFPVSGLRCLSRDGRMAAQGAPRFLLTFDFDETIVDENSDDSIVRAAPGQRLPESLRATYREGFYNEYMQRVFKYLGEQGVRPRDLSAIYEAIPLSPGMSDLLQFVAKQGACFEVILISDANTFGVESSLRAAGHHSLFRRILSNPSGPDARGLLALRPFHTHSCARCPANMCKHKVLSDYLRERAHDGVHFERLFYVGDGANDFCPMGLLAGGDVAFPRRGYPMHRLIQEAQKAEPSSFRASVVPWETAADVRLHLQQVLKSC
IDE cell inh: human IDE inhibitors in live cells, primary screen, fluorescence polarization, HEK cells, FAbetaB substrate. Insulin-degrading enzyme (Homo sapiens), P14735. FAbetaB cleavage. inhibition, % at 5.59 µM. 0.41% of 320,000 active. AID 434962, 2010;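 active = percent inhibition above the average of all tested compounds plus 3 SD, set per screening campaign, cut at about 16% in these data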;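 note: IDE supplied by intact live HEK cells; FP after avidin binding of uncleaved biotin substrate so inhibition keeps polarization high; 0% = DMSO wells and 100% = 60 µM reference IDE inhibitor Ii1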
NALP1 yeast inh: NALP1 inflammasome inhibitors in reconstituted yeast, colorimetric, S. cerevisiae, triplicate retest; inhibition, % at 10 µM; 0.61% of 280,000 active; S. cerevisiae NALP1/ASC/caspase-1 growth, X-gal OD620, 72 h; in the data active = inhibition mostly above about 24%, no sharp cut-off; inactive = mostly below about 32%; note: some compounds called inactive have numbers as strong as hits
IDE act: human IDE activators in live cells, primary screen, fluorescence polarization, HEK cells, FAbeta-B substrate; FAbeta-B cleavage; 0% vehicle, 100% cell-free pure enzyme wells; Insulin-degrading enzyme (Homo sapiens), P14735; 0.073% of 340,000 active; activation, % at 5.96 µM; AID 493087, 2011;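 active = activation above the mean of all tested compounds plus 3 SD, set per screening campaign, cut at about 17% in these data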
* = called active by the depositor; nt = no result given; & = joins results of further samples.

Every second line gives: IMP-1 inhibitor, GPR7 antagonist, M18AAP inhibitor, pCIP destab, VIM-2 inh, PHOSPHO1 inh, IDE cell inh, NALP1 yeast inh, IDE act
1) Fc1ccccc1CNc1ccc(Cl)c(Cl)c1
  -3.1, -20, -9, -6, -5.8, 2, 0, -1, 2
2) COC(=O)c1[nH]c2ccc(C)cc2c1NC(=O)CN1CCC(C)CC1
  -3.6, 7, 5, -7, -3.2, 0, 1, 10, 4
3) CCOC(=O)C1CCCN(C(=O)c2cc(S(=O)(=O)Nc3ccccc3OC)ccc2C)C1 (centres undefined)
  -3.2, -8, 1, 12, -3.1, 8, 1, -7, 0
4) Cc1cc(-c2nc(C)c(C(=O)NNS(=O)(=O)c3ccc(Cl)cc3Cl)s2)no1
  -1.2, -2, 3, 4, -3.3, 7, 3, 26, 1
5) CSCCC(=O)N1CCN(CC(=O)N2CCCC2)CC1
  -0.6, -7, 2, -1, 2.3, 2, 1, 8, -2
6) O=P(CCCO)(Cc1ccccc1)Cc1ccccc1
  -3.2, 7, 1, -8, 0.4, 27, -1, 27, 4
7) S=c1[nH]nc(COc2ccc(Cl)cc2)o1
  -3.7, -1, 19, 4, -3.9, 103*, -1, 13, -3
8) S=C1NCCc2ccc(Cl)cc2C1c1ccccc1Cl (centres undefined)
  -2.6, -17, 1, -13, -1.9, -6, 5, 1, -3
9) COc1cc(/C=C/C(=O)OCC(=O)Nc2cc(S(=O)(=O)N3CCCCC3)ccc2C)ccc1O
  -2.8, -8, -4, -5, -1.5, 11, -1, 23, 1
10) COc1ccc(C=O)cc1CSc1ncccc1C(=O)O
  -2.2, -10, -2, -12, -1.8, 22, 3, 8, -3
11) CCN1C(=O)C(O)(C2COC(C)(C)CC2=O)c2ccccc21 (centres undefined)
  -2.3, 13, 5, -6, -1.0, 45, 1, -10, -2
12) Cc1cc(C2CC(=O)Nc3ccccc3S2)c(C)s1 (centres undefined)
  -0.8, -3, -4, -2, -0.4, 3, 2, -2, 4
13) COc1ccc(N(C(=O)c2cccnc2)S(=O)(=O)c2ccc(Cl)cc2)cc1
  -6.0, 3, 6, -13, -4.1, -114, 3, 12, 2
14) COc1ccc(S(=O)(=O)N2CCC(C(=O)NC3CC(C)(C)NC(C)(C)C3)CC2)cc1
  -2.6, -1, 3, 0, -1.9, 70*, 3, 1, 1
15) COc1cc(NC(=O)CCC(=O)OCCCC(F)(F)C(F)(F)F)nc(OC)n1
  -1.5, 2, 8, -7, -0.4, 10, 4, -7, 2
16) O=S(=O)(c1ccccc1F)N1CCC(c2nc3ccccc3[nH]2)CC1
  -2.9, 3, 2, -11, -2.4, 35, -1, 33, 6
17) COc1ccc(/C=C2\SC(=S)N(CCCC(=O)Nc3ccccc3C(=O)O)C2=O)cc1OC
  -0.7, -3, 1, -13, -0.4, 15, -6, 7, 5
18) O=C(Cc1ccc(S(=O)(=O)N2CCCC2)s1)Nc1nc2c(s1)CCCC2
  3.5, -4, 8, -7, -3.8, 61*, 0, -4, 3
19) Cc1ccc(CSC2=NCCN2S(=O)(=O)c2ccccc2)cc1
  -2.8, -17, 2, 4, -1.7, 1, -2, -1, -3
20) Nn1c(SCC(=O)Nc2ccc3c(c2)OCCO3)nnc1-c1ccccn1
  -6.9, -12, -2, -14, -0.3, -41, 2, 8, -1
21) COc1ccc(NC(=O)CSc2nnc(-c3ccoc3C)n2CC2CCCO2)cc1 (centres undefined)
  -2.0, -14, -4, -7, -3.6, -15, 4, -7, 6
22) NC(N)=N/N=C/c1c(Cl)cccc1Cl
  0.9&-2.0, -5&7, -19&-2, -10&4, 2.6&-1.0, 30&6, -3&0, 20, -6&2
23) Cn1c(C(=O)N2CCN(c3ccc([N+](=O)[O-])cc3)CC2)cc2c(=O)[nH]c3ccccc3c21
  -1.2, -8, -1, -8, -2.6, 43, nt, -22, -2
24) COc1cc2[nH]c(C(=O)N3CC(C)OC(C)C3)cc2c(OC)c1OC (centres undefined)
  -2.9, 4, 1, -15, -5.9, nt, -5, 3, 3
25) CCOc1ccc(N(CC(=O)NC2CCCC2)S(=O)(=O)c2ccccc2)cc1
  -2.7, -9, 0, 3, -1.7, 28, 1, 1, 5
26) CCNC(=O)COC(=O)c1cc(C)nc2ccccc12
  -2.3, -12, 0, -21, -0.7, -4, -5, 21, 2
27) CCn1c(CNC(=O)c2ccco2)nnc1SCC(=O)Nc1ccccc1Cl
  1.2, -5, -1, -13, -1.6, 39, 0, -10, 0
28) O=C(O)C1CC=CCC1C(=O)Nc1ccc2c(c1)CCC2 (centres undefined)
  0.1, -16, -1, -45, -0.9, -21, -4, 16, -4
29) O=C1c2ccccc2S(=O)(=O)N1CCOc1ccc(F)cc1
  -4.9, 2, -6, 0, -3.5, -8, 1, -6, 1
30) Cc1oc(-c2ccc(F)cc2)cc1-c1nn2c(-c3ccoc3C)nnc2s1
  nt, nt, nt, -6, nt, 98*, 3, 6, -8
31) CCCCOc1ccc(C(=O)OCC(=O)Nc2cc(C)c(C)cc2[N+](=O)[O-])cc1
  -3.6, -9, -1, -1, -3.5, -4, -5, 28, -1
32) Cc1ccc(C)c(S(=O)(=O)NCc2ccc(C(=O)N3CCCCC3C)cc2)c1 (centres undefined)
  -4.7, 1, 4, -13, -0.8, 0, 5, 8, 0
33) CCN(C(=O)CN(C)Cc1c(F)cccc1Cl)c1c(N)n(Cc2ccccc2)c(=O)[nH]c1=O
  -3.0, -3, 0, -6, -1.1, 6, 7, 20, 3
34) COc1ccc(S(=O)(=O)/N=C2/C=CC(=O)C(C)=C2C)cc1
  -1.6, 1, -32, 4, -3.1, 10, -1, 12, -5
35) CCOC(=O)c1sc2nccc(OC)c2c1N=CN(C)C
  -3.0, -16, 5, -3, -2.6, 33, 0, -18, 3
36) CC(=O)Cn1nnc(-c2ccc(C(F)(F)F)cc2)n1
  -4.0, -11, -16, -14, -1.0, -10, -1, 14, 0
37) CN(C)Cc1c(C(=O)N/N=C/c2ccncc2)nnn1-c1nonc1N
  -3.4, 9, -2, -6, -4.0, 36, -1, 0, 4
38) COc1cc2c(cc1OC)C(c1cc([N+](=O)[O-])ccc1O)NCC2 (centres undefined)
  -3.0, -3, 1, 3, -3.4, 6, 1, 18, -1
39) CC(C)(C)C(=O)Nc1nnc(SCC(=O)NC2CC2)s1
  -4.0, -6, 0, -16, -1.6, 26, 0, 19, 5
40) O=C(Nc1cc(=O)[nH]c2ncnn12)c1ccccc1F
  0.4, -6, -7, 4, 0.2, 46, 0, 4, 1
41) Cc1cccc(NC(=S)N/N=C/C(C)c2ccccc2)c1C (centres undefined)
  -0.7, -4, 7, -7, 5.9, -155, -1, 0, 5
42) Cc1ccc(-c2ccc(S(=O)(=O)N3CCCC3)cc2)cc1
  -2.7, -5, 3, -18, -2.4, 28, 4, 9, -2
43) O=C(/C=C/c1ccc(F)cc1)NC(=S)Nc1ccccc1O
  -2.0, -5, 2, 0, -2.9, 2, nt, -3, -4
44) CCSc1nc2ccccc2c(=O)n1CCc1ccc(OC)c(OC)c1
  -1.8, -12, 3, 0, -2.2, 20, 6, nt, 6
45) CCN(C(=O)COC(=O)C1CCN(S(=O)(=O)c2c(Cl)cccc2Cl)CC1)C1CCCCC1
  -3.3, -6, -1, 4, -3.5, 13, 3, 7, 1
46) Cc1cccc(CCNC(=O)C2CCC(CNc3c(N4CCCC4)c(=O)c3=O)CC2)c1 (centres undefined)
  nt, nt, nt, 7, nt, -3, 2, -14, -4
47) Oc1[nH]c2c(Cl)cc(Cl)cc2c1N=NC(=S)NCC1CCCO1 (centres undefined)
  -5.1, -2, -9, 4, -3.4, 17, -6, 6, 3
48) CN(C)C(=O)c1ccccc1NC(=O)Cc1cccc2ccccc12
  -0.4, -5, 0, 8, -0.7, 30, 2, 16, -2
49) Cc1cc(/C(N)=N/OC(=O)Nc2ccccc2)no1
  -2.1, -6, -12, -15, 0.1, 27, 0, -3, nt
50) CCCCNC(=O)CN1C(=O)NC2(CCOc3ccccc32)C1=O (centres undefined)
  -3.3, -9, -5, 4, -1.5, 14, 3, 23, 0
51) COc1ccc(NC(=O)Nc2c(SC)nsc2SC)cc1
  -1.8, -5, 1, -2, -0.8, -66, 1, -6, 4
52) CCC(C)N(C(=O)CCC(=O)Nc1cc(C)on1)C(C(=O)NC(C)(C)C)c1ccccc1Cl (centres undefined)
  -2.5, -3, 1, -4, -0.4, 35, 0, 1, -1
53) CN(C)C(=O)CCc1nc2sc3c(c2c(=O)[nH]1)CCCC3
  -2.3, 3, -8, 4, -0.4, 10, 0, 0, 2
54) O=C(CNc1cccc2ccccc12)N/N=C/c1ccc(OC(=O)/C=C/c2ccco2)cc1
  1.6, -1, 28*, -8, -0.8, -11, nt, 24, 2
55) Cc1cnc(=O)[nH]c1SCC(=O)c1ccc(F)cc1
  0.5, -9, 28, 6, -1.4, 22, 4, 24, -6
56) COc1cccc(CN2CCN(Cc3[nH]c4ccccc4c3C)CC2CCO)c1 (centres undefined)
  -3.5, 3, 3, -8, -2.8, -3, -4, -3, 4
57) NC(=O)COC(=O)CC12CC3CC(CC(Br)(C3)C1)C2
  -1.0, -20, -2, -3, 0.1, 48, -3, 5, 0
58) Cc1c(NS(=O)(=O)c2ccc(N=NN(C)C)cc2)c(=O)n(-c2ccccc2)n1C
  -2.1, -1, -8, -2, -1.0, 34, -4, 12, 1
59) CCCC(=O)Nc1cccc(NC(=O)c2ccc([N+](=O)[O-])cc2Cl)c1
  0.8, -10, 0, 1, -1.6, 9, 6, 19, 4

Screening data (PubChem)
